VCAM1 TNFa inh = inhibitors of TNFa-induced VCAM1 expression, primary screen, imaging, HUVEC, TNFa stimulus, immunofluorescence | HUVEC TNFa-induced VCAM-1 immunofluorescence, high-content imaging | actives 0.48% (n = 95,000) | inhibition, % at 2 µM | AID 802, 2007;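 active means inhibition above the batch mean plus 3 SD, with images confirmed as a hit by eye, cut at about 37% in these data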;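 further: 0% = TNF-stimulated DMSO wells and 100% = unstimulated control wells; not every result past the cut was called active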
FAK inh = FAK kinase inhibitors, primary screen, biochemical | actives 0.84% (n = 97,000) | inhibition, %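 (tested at 7 µM)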 | Focal adhesion kinase 1 (Homo sapiens), Q05397 | AID 727, 2007 | biochemical FAK kinase activity assay; in the data active means inhibition above about 19%;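 further: 0% = DMSO and 100% = reference compound high control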
LYP act = LYP phosphatase activators, primary screen, biochemical, DiFMUP fluorescence, 2 µM | activation, % at 2 µM | recombinant LYP; 0 = plate median, 100 = signal doubled | AID 697, 2007 | actives 0.11% (n = 96,000);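 active means activation at 2 µM above a set limit, the mean plus 5 SD, cut at about 37% in these data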
HUVEC tox TNFa = cytotoxicity in TNFa-stimulated HUVEC, primary screen, cytotoxicity control for VCAM1 expression modulator project, imaging, Hoechst nuclei count | actives 0.17% (n = 93,000) | HUVEC TNFalpha-stimulated, Hoechst cell count | cell count reduction, % at 2 µM | AID 848, 2007;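 active means cell count reduction exceeding the screen mean by over 5 SD, scaled to untreated wells per plate, cut at about 78% in these data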;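 further: cells counted after 24 h of TNF alpha exposure following the 1 h pretreatment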
PTK2B oligo ant = antagonists of Pyk2 self-association, primary screen, Q293 cells, FERM NanoBiT luminescence, HTS; actives 0.83% (n = 99,000); z-score (the deposit names both 25 µM and 10 µM); Protein-tyrosine kinase 2-beta (Homo sapiens), Q14289; hits give low values;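 active means Z-score of -3 or lower, scaled per plate to the spread of control and sample wells; inactive means z-score above -3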;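 further: negative z-score means lost luminescence so less FERM oligomerization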
HUVEC tox IL1B = cytotoxicity in IL-1B stimulated HUVEC, primary screen, cytotoxicity control for IL-1B NFkB translocation project, imaging, Hoechst nuclear count, IL-1B stimulus | HUVEC cell count loss | cell count reduction, % at 2 µM | actives 0.41% (n = 94,000) | AID 845, 2007;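 active means cell count reduction more than 3 SD above the screen-wide mean, cut at about 70% in these data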;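 further: normalized per plate to untreated control cells as the no-loss baseline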
ERa SRC1 inh = ERα–SRC-1 coactivator interaction inhibitors, primary screen, biochemical, TR-FRET, ERα LBD, estradiol-bound | TR-FRET ER-alpha LBD / SRC-1 peptide | inhibition, % at 25.6 µM | Estrogen receptor (Homo sapiens), P03372 | actives 1.7% (n = 86,000); in the data active means inhibition above about 50%;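 further: 0% = receptor plus peptide control and 100% = peptide only without receptor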
Target sequence (P03372 whole entry, looked up, the tested form may be a part): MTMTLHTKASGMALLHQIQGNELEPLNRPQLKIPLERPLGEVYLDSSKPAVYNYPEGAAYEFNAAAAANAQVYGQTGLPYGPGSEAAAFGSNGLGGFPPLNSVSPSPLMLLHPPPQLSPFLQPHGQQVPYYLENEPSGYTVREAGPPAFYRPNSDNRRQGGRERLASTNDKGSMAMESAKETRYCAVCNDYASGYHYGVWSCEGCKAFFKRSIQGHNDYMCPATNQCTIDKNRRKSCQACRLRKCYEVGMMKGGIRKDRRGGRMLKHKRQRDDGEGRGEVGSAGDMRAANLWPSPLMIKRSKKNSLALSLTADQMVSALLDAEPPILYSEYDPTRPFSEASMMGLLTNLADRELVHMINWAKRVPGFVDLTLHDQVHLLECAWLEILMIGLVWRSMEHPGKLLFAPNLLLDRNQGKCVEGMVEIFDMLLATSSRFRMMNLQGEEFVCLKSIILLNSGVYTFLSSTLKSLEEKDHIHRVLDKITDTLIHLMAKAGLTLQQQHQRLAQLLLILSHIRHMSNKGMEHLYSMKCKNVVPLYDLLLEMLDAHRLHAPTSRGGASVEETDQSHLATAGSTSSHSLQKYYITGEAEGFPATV
cytoskel mod = modifiers of F-actin cytoskeleton organization, primary screen, imaging, HUVEC, phalloidin staining, high-content imaging; HUVEC TNFa F-actin phalloidin imaging; inhibition, % at 2 µM; actives 0.18% (n = 91,000);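 active means inhibition above the batch mean plus 3 SD and confirmed as a hit by visual image inspection, cut at about 30% in these data, passing the limit was not always enough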; further: strong numbers were not always called active
PTPN22 inh 2 = PTPN22 phosphatase inhibitors, primary screen, biochemical, DiFMUP fluorescence, 2 µM; inhibition, % at 2 µM; Tyrosine-protein phosphatase non-receptor type 22 (Homo sapiens), Q9Y2R2; actives 0.21% (n = 96,000); AID 640, 2007; recombinant LYP catalytic domain;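 active means inhibition at 2 µM at or above a set limit, the screen mean plus 3 SD, cut at about 24% in these data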;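 further: 0% = DMSO with enzyme and 100% = enzyme fully blocked by orthovanadate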
Active calls of the source: *; x = no result given; [ ] = another dose, or the depositor's remark.

SMILES	VCAM1 TNFa inh	FAK inh	LYP act	HUVEC tox TNFa	PTK2B oligo ant	HUVEC tox IL1B	ERa SRC1 inh	cytoskel mod	PTPN22 inh 2
Cc1ccc2cc(COC(=O)c3ccncc3)c(=O)[nH]c2c1	6.4	-0.9	-7.5	-23.4	-0.34	-19.1	-9.9	35.4	7.2
O=C(Nc1nnc(-c2ccccc2Cl)o1)c1cccnc1	5.3	-1.9	-1.4	0.3	1.4	-46.4	-6.2	-0.6	-1.4
CCOc1ccc(OCC)c(NC(=O)CN2CCN(c3cc(C)ccc3C)CC2)c1	-31.2	-8.9	-18.6	-16.7	0.47	-9.6	-5.7	-1.7	19.1
COc1ccccc1NC(=O)N1CCCC1C(=O)Nc1nnc(C(C)C)s1 (configuration not stated)	6.2	1.2	-2.0	-14.3	0.4	-46.8	2.2[fluorescence artefact?]	-2.8	1.4
CN(C)C(=O)CCN1CCOCC1	-4.9	1.0	12.4	-2.9	-0.32	-11.2	-5.1	-7.3	-8.2
CCOC(=O)C1=C(C)NC2=C(C(=O)C(C(=O)OC)C(C)C2)C1c1ccc(OC)c(O)c1 (configuration not stated)	-18.4	5.1	-7.9	-17.8	-1.14	-12.1	-55.7	2.6	8.5
Brc1ccc(-c2nn3c(-c4ccccn4)nnc3s2)o1	-0.7	4.7	0.3	-15.8	-0.94	-16.2	x	1.0	-1.3
c1ccc(CCn2nnnc2C(c2cccnc2)N2CCN(c3ccccc3)CC2)cc1 (configuration not stated)	12.5	0.1	1.7	12.2	-2.03	6.7	-9.7	-6.4	-4.0
OCC(CO)(CO)N=Cc1c(O)ccc2ccccc12	19.3	1.9	4.4	-41.2	0.09	-38.6	4.5	28.6	-7.4
CCOc1ccc(-c2nnc3sc(COc4ccccc4)nn23)cc1	7.6	7.9	-0.2	74.1	-1.32	-17.7	4.6[fluorescence artefact?]	-44.1	-1.7
Cc1cccc(C(=O)NNC(=O)c2ccc(Cl)cc2)c1O	4.2	-3.7	-12.0	-26.0	0.13	-10.8	x	16.0	16.6
COc1ccccc1CNC(=O)C1CC(c2ccccc2[N+](=O)[O-])=NO1 (configuration not stated)	11.4	-0.4	1.0	-19.2	x	17.0	x	14.3	3.5
COCCn1c(CN2CCN(c3cccc(Cl)c3)CC2)nc2c1c(=O)n(C)c(=O)n2C	9.4	-3.2	1.0	-17.1	x	-38.8	-3.8	4.6	-0.9
O=C(/C(=C/c1ccc(Cl)cc1)c1nc2ccccc2[nH]1)c1ccccc1	5.5	5.3	-4.9	21.5	-0.4	-2.1	x	-15.6	7.4
c1ccc(N2CCN(c3nnc(Cc4cccnc4)c4ccccc34)CC2)nc1	-17.1	-2.3	-4.2	-15.2	-0.01	-16.0	3.5[fluorescence artefact?]	-8.4	2.3
CC1(C)CC(=O)c2c(O)cc(OCc3ccc(Br)cc3)cc2O1	-5.9	-1.5	1.2	6.1	-0.91	-3.2	-6.9	-1.0	-1.6
CC(Oc1ccc(Cl)cc1Cl)C(=O)Nc1ncccn1 (configuration not stated)	12.6	1.7	7.6	2.1	0.76	1.4	x	-9.2	-10.4
Cn1nc(C(F)(F)F)c(/C=N/OC(=O)c2ccccc2)c1SCc1ccc(Cl)cc1	3.8	-2.3	-12.6	-15.0	0.81	-7.5	x	-8.6	13.1
Cc1cc(C)c2c(N=CN(C)C)c(C(=O)N3CCN(c4ncccn4)CC3)sc2n1	18.0	0.3	-4.5	-28.3	-0.44	16.5	4.2	19.0	3.7
CS(=O)(=O)N(CC(=O)NCCSc1ccc(Cl)cc1)c1ccc2c(c1)OCO2	13.1	3.4	1.5	9.2	-0.24	3.0	-2.0[fluorescence artefact?]	8.0	2.2
COC(=O)C(Cc1ccc(OC(=O)c2ccc(Cl)cc2)cc1)N1Cc2ccccc2C1=O (configuration not stated)	20.7	3.0	12.0	19.6	1.36	-20.8	x	-9.0	-8.5
Cc1ccc(NC2CC(=O)N(CCc3ccccc3)C2=O)cc1 (configuration not stated)	3.5	-1.3	-1.0	43.2	0.81	-14.5	0.0	x	2.0
CCOc1ccc(Nc2nc(C)cc(C)c2C#N)cc1	7.3	-0.2	-4.7	4.3	0.36	8.1	-46.6	16.1	3.5
CCCCN(CCCC)CCNC(=O)CNC(=O)c1cccs1	12.4	0.7	-0.5	-15.6	0.67	31.1	-1.8	12.6	-0.5
COc1ccc(OCc2nnc(SC3CCOC3=O)n2-c2ccccc2)cc1 (configuration not stated)	17.7	1.8	10.1	-6.8	0.82	16.6	5.0	-0.7	-9.5

Next results follow.
SMILES	VCAM1 TNFa inh	FAK inh	LYP act	HUVEC tox TNFa	PTK2B oligo ant	HUVEC tox IL1B	ERa SRC1 inh	cytoskel mod	PTPN22 inh 2
Cc1nc(-c2ccccc2)sc1C(=O)/C=C/c1ccccc1	-17.1	3.1	-6.1	-14.8	-0.6	-7.4	x	-6.7	9.9
O=C1c2ccccc2C(=O)N1CCSc1ccccc1	-29.4	-1.6	4.3	3.2	-0.89	23.4	2.3	-8.0	-0.8
COc1nc(-c2ccccc2)ccc1-c1noc(C)n1	5.4	5.1	15.3	-10.3	-0.18	-6.7	-1.2	-5.3	-16.1
COc1ccc(-c2cnnn2-c2ccc(N)cc2)cc1OC	17.2	0.2	-2.0	-16.7	-0.74	22.8	-20.9	4.6	2.9
Cc1n[nH]c(=S)n1/N=C/c1ccccc1OCc1ccc(Cl)cc1	-5.1	11.2	-8.7	-26.2	-1.77	-16.4	x	-0.8	10.8
CSC(=NNC(=O)c1ccccc1O)SC	8.8	1.1	-9.9	6.0	0.3	-1.4	x	-21.8	10.5
Cc1n[nH]c(=O)nc1NCc1ccccc1Cl	-10.2	2.5	4.3	-27.3	0.47	-5.3	-13.0	7.8	-4.3
Cc1ccccc1Nc1nc(CSc2nnc(-c3ccoc3C)n2C)cs1	6.8	-2.6	-4.0	-12.2	-0.01	0.5	0.1[fluorescence artefact?]	11.8	2.4
Cc1ccc2nc(SCc3nnc(-c4ccccc4Br)o3)[nH]c2c1	-1.0	4.0	3.0	-8.6	0.14	-10.6	17.1	3.4	0.4
CCOC(=O)c1c(NC(=O)CSc2nnnn2C)sc(C)c1C	6.0	-1.1	3.8	13.9	-0.82	-2.9	0.9[fluorescence artefact?]	2.0	-3.8
COc1ccccc1NC=C1C(=O)OC(C)(C)OC1=O	8.4	-4.1	8.5	-25.6	0.49	-0.8	-10.6	18.8	-11.4
CCOc1cccc(C2C(C#N)=C(N)Oc3cc(C)oc(=O)c32)c1OCC (configuration not stated)	-56.4	10.3	-0.1	50.7	0.8	10.6	7.4[fluorescence artefact?]	-0.3	-2.0
O=C(Nc1ccn(Cc2c(F)c(F)cc(F)c2F)n1)c1cccc(Cn2cc([N+](=O)[O-])cn2)c1	5.5	1.8	-12.3	-17.6	-1.33	1.4	x	17.6	14.7
CC(=O)N(Cc1cccs1)C1CCOC(C)(C)C1 (configuration not stated)	13.1	1.1	9.9	1.9	1.79	-48.5	0.2	-1.2	-11.4
O=C(OCCCCN1C(=O)c2ccccc2C1=O)c1n[nH]c2ccccc12	6.3	7.2	3.2	0.7	-1.34	-0.4	2.7	-3.4	-0.6
O=C(Cn1cc([N+](=O)[O-])cn1)N1CCc2ccccc21	-11.2	3.2	-2.2	3.7	0.65	-13.0	x	-0.7	4.2
O=P(O)(c1ccccc1)c1ccccc1O	-45.6	2.8	-2.9	-28.3	2.11	-30.4	2.0	3.2	0.9
CCCc1nnc(SCC(=O)N2C(C)CCCC2C)n1CCCOC (configuration not stated)	-3.8	-1.7	0.6	-18.1	0.13	-7.6	1.0	17.7	1.9
CCOc1ccc2c(c1)-c1c(ssc1=S)C(C)(C)N2C	6.4	0.2	-1.0	3.9	-1.19	3.5	-1.7	-23.1	3.8
CCc1ccc(N(C(=O)c2snc(C(N)=O)c2N)C(C(=O)NCCC(C)C)c2c[nH]c3ccccc23)cc1 (configuration not stated)	14.9	-4.0	-15.1	-15.4	-0.19	-2.6	x	5.6	16.9
Cc1ccc(C(=O)Nc2ccccc2-c2ccccc2)cc1[N+](=O)[O-]	3.6	-2.6	-13.1	-8.3	-1.08	-97.8	x	-8.3	16.5
O=C(NCC(c1cccnc1)N1CCN(c2ccc(F)cc2)CC1)OCc1ccccc1 (configuration not stated)	-11.1	-1.6	-0.2	13.6	-2.98	12.4	-2.2	7.0	0.8
CC(C(=O)NCc1cccnc1)N1C(=O)c2ccccc2C1=O (configuration not stated)	-1.2	0.3	10.9	-32.3	-0.23	-35.2	-6.6	-0.1	-15.7
CCOC(=O)C1=C(N)OC2=C(C(=O)CC(C)(C)C2)C1c1ccoc1 (configuration not stated)	-0.8	3.6	-2.4	-12.4	0.08	-54.2	-10.3	3.1	-1.0
CC(C)OC(=O)CSc1nc2ncccc2[nH]1	12.7	-1.8	9.5	7.3	-0.71	-12.2	20.9	-24.2	-9.1

Next part; it opens with the 5 that closed the last part.
SMILES	VCAM1 TNFa inh	FAK inh	LYP act	HUVEC tox TNFa	PTK2B oligo ant	HUVEC tox IL1B	ERa SRC1 inh	cytoskel mod	PTPN22 inh 2
Cc1ccc(C(=O)Nc2ccccc2-c2ccccc2)cc1[N+](=O)[O-]	3.6	-2.6	-13.1	-8.3	-1.08	-97.8	x	-8.3	16.5
O=C(NCC(c1cccnc1)N1CCN(c2ccc(F)cc2)CC1)OCc1ccccc1 (configuration not stated)	-11.1	-1.6	-0.2	13.6	-2.98	12.4	-2.2	7.0	0.8
CC(C(=O)NCc1cccnc1)N1C(=O)c2ccccc2C1=O (configuration not stated)	-1.2	0.3	10.9	-32.3	-0.23	-35.2	-6.6	-0.1	-15.7
CCOC(=O)C1=C(N)OC2=C(C(=O)CC(C)(C)C2)C1c1ccoc1 (configuration not stated)	-0.8	3.6	-2.4	-12.4	0.08	-54.2	-10.3	3.1	-1.0
CC(C)OC(=O)CSc1nc2ncccc2[nH]1	12.7	-1.8	9.5	7.3	-0.71	-12.2	20.9	-24.2	-9.1
O=C(Nc1nc(-c2ccccc2)cs1)C1COc2ccccc2O1 (configuration not stated)	14.5	4.1	-0.6	-15.9	-0.47	14.0	0.1	-7.8	3.0
CC(C)C(=O)Nc1cc(=O)[nH]c2ncnn12	x	-4.6	-4.8	x	0.76	12.3	-2.3	26.0	3.8
CC1CCCCN1Cc1cnc(Cl)s1 (configuration not stated)	10.1	0.4	11.7	-6.3	0.13	7.6	x	10.5	-8.1
COc1ccc(CCNC(=O)C2CCN(C(=O)NC3CCCCC3)CC2)cc1	-14.7	-2.4	-12.2	-14.6	0.12	-7.8	-9.2	-9.9	7.2
CC(=O)NN1C(=O)/C(=C\c2ccccc2)SC1=S	24.5	-2.9	4.3	14.2	0.31	-26.8	x	-12.8	-1.6
CC(C)c1nc(SCC(=O)N2CCCc3ccccc32)c2c(=O)n(C)c(=O)n(C)c2n1	-1.9	4.0	-11.9	-18.6	x	-2.2	-7.2	0.9	9.3
O=C(CCn1c(=O)sc2ccccc21)Nc1nccs1	-11.4	-0.6	3.8	x	-0.03	0.3	14.2	-5.9	-2.0
O=C(O)CCC(=O)NCCn1c(-c2ccccc2)csc1=Nc1ccccc1	-4.4	2.1	-5.0	1.4	1.32	0.0	4.0	0.3	2.1
O=C(CSc1nc2ccccc2c(=O)n1-c1ccc(Cl)cc1)c1ccco1	-2.7	-7.1	-2.1	-30.9	0.6	16.7	8.3	-2.0	2.3

Bioassay records as filed in PubChem BioAssay.
